TCR CD3 inh: inhibitors of human TCR-CD3 interaction, primary screen, biochemical, fluorescence, TAMRA-labeled TCR probe | inhibition, % at 9.4 µM | T-cell receptor (TCR) | 360,000 compounds, 0.37% hits; in the data active = inhibition above about 19%;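 also: recombinant mutant TCR 2C K166C tagged with TAMRA read by polarization; 0% = receptor in buffer alone and 100% = receptor with positive control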
PG9 binder: binders of HIV-1 gp120 antibody PG9, primary screen, biochemical, TR-FRET; HIV-1 gp120 / PG9 antibody interaction; TR-FRET gp120-PG9 antibody binding; inhibition, % at 6.7 µM; 360,000 compounds, 0.43% hits; AID 624416, 2012; in the data active = inhibition above about 8.5%
PRMT1 FP inh: PRMT1 methyltransferase inhibitors, primary screen, biochemical, fluorescence polarization. Protein arginine N-methyltransferase 1 (Homo sapiens), Q99873. recombinant PRMT1, activity-based probe fluorescence polarization. inhibition, % at 2.79 µM. 370,000 compounds, 1.3% hits;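 active = inhibition above about 21% made by adding two undisclosed values, limit read from the data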
UHRF1 binding: UHRF1 methylated DNA binding inhibitors, primary screen, counter-screen for MBD2 inhibitor project, biochemical, TR-FRET, human UHRF1, single concentration. AID 687016, 2013. 370,000 compounds, 0.75% hits. inhibition, % at 4.4 µM. E3 ubiquitin-protein ligase UHRF1 (Homo sapiens), Q96T88. UHRF1 binding to methylated oligo; in the data active = inhibition above about 21%;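 also: UHRF1 SRA domain binding a hemimethylated CpG hairpin DNA probe; 0% = median of test compound wells and 100% = reference inhibitor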
HTRA1 inh: HTRA1 serine protease inhibitors, primary screen, biochemical, fluorescence polarization, HTS; Q92743; recombinant HTRA1, FP-rhodamine activity-based probe; inhibition, % at 5.96 µM; 340,000 compounds, 0.5% hits; AID 504803, 2011; in the data active = inhibition above about 36%;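 also: 0% = enzyme with DMSO and 100% = wells lacking enzyme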
Target sequence (Q92743 whole entry, looked up): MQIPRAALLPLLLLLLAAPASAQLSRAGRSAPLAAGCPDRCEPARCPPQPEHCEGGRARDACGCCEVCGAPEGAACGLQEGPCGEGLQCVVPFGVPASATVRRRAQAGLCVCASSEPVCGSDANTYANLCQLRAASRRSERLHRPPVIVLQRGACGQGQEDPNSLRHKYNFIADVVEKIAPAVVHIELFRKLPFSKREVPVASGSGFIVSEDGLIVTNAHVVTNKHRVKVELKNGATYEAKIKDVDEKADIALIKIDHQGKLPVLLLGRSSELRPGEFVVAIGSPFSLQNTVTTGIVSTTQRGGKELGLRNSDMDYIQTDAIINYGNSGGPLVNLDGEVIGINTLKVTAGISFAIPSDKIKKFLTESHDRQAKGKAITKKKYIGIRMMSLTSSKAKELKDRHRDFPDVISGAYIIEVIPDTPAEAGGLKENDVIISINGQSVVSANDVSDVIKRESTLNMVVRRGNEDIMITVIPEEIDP
ABHD4 inh: ABHD4 inhibitors, primary screen, biochemical, fluorescence polarization, mouse. (Lyso)-N-acylphosphatidylethanolamine lipase (Mus musculus), Q8VD66. 370,000 compounds, 0.54% hits. purified mABHD4, FP-Rh probe fluorescence polarization. inhibition, % at 8.92 µM;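 active = inhibition exceeding the mean over every tested compound plus 3 SD, cut at about 30% in these data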;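 also: 0% = plate median of compound wells and 100% = S159A mutant with DMSO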
Target sequence (Q8VD66 whole entry, looked up): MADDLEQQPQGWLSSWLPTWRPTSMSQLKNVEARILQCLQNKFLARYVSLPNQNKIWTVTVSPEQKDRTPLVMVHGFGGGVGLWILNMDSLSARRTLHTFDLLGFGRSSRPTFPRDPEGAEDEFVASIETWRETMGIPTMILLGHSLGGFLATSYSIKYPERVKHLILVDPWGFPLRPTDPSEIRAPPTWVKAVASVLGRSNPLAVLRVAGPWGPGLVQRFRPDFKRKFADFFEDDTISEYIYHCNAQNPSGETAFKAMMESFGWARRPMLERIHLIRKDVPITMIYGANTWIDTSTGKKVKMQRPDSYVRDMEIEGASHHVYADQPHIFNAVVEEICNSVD
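assay system = mABHD4 protein | compound dosing = single nominal dose of 8.92 µM, 0.89% DMSO final | read-out basis = percent inhibition of probe binding, normalized to plate controls | schedule = Enzyme–compound pre-incubation 45 min, then probe 60 min, both 25 °C | detection = fluorescence polarization, excitation 525 nm, emission 598 nm, BODIPY TMR filters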
DDE Tn7 FP inh: inhibitors of Tn7 peptide binding to fibrin DD(E), primary screen, biochemical, fluorescence polarization, human fibrin, Tn7 probe | Fibrinogen beta chain (Homo sapiens), P02675 | FP displacement of FITC-Tn7 peptide from fibrin DD(E); 0% = median of compound wells per plate | inhibition, % at 8.3 µM | 370,000 compounds, 0.13% hits;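 active = inhibition above the mean of compounds falling within the control limits plus 3 SD of them, cut at about 14% in these data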;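 also: 0% = plate median of compound wells and 100% = 10 µM Aha-Tn7 peptide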
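Test system – human fibrin DD(E) · Times – 10 min preincubation, 3 h with tracer, room temperature · Detection – fluorescence polarization of the labelled Tn7 tracer · Measure – percent inhibition normalized to high-control wells · Benchmarks – high control wells with 10 µM unlabelled Aha-Tn7 peptide (full inhibition) · Repeats – singlicate testing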
LEDGF integ inh: blockers of LEDGF/p75-dependent integrase strand transfer – biochemical, TR-FRET, high throughput, primary screen; HIV-1 integrase (with human LEDGF/p75); TR-FRET IN-LEDGF/p75 DNA integration, Eu/Cy5; inhibition, % at 3.7 µM; 370,000 compounds, 0.64% hits;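 active = inhibition above the screen-wide mean plus 3 SD, cut at about 13% in these data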;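 also: signal is the Cy5 over europium emission ratio at 671 and 618 nm; 0% = plate median of compound wells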
SIAE inh: human SIAE inhibitors, primary screen, biochemical, fluorescence polarization, FP-Rh probe, 1536-well HTS; AID 1053197, 2014; 370,000 compounds, 0.69% hits; inhibition, % at 9.66 µM; SIAE FP-Rh probe binding;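 active = inhibition above a cutoff: mean of compounds within the control limits plus 3 SD of those, cut at about 17% in these data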;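 also: 0% = plate median of compound wells and 100% = probe without SIAE protein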
TDP2 absorb: human TDP2 enzyme inhibitors, primary screen, biochemical, epi absorbance, recombinant enzyme | Tyrosyl-DNA phosphodiesterase 2 (Homo sapiens), O95551 | T5PNP hydrolysis, p-nitrophenol absorbance 415 nm | inhibition, % at 12.8 µM | 370,000 compounds, 0.34% hits;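 active = inhibition above the mean of all tested compounds plus 3 SD, set per campaign, cut at about 25% in these data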;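 also: 0% = DMSO with enzyme and 100% = buffer with substrate but no TDP2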
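System – recombinant human TDP2 · Quantity – TDP2 enzyme at 120 nM final · Doses – single concentration, 12.8 µM nominal, with 1% DMSO · Incubation – 2 h at 37 °C · Measured by – epi absorbance of p-nitrophenol freed from T5PNP by hydrolysis · Read-out – % inhibition relative to enzyme-containing and enzyme-free wells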
Starred values were filed as active, the others as inactive; / = no result given.

structure | TCR CD3 inh | PG9 binder | PRMT1 FP inh | UHRF1 binding | HTRA1 inh | ABHD4 inh | DDE Tn7 FP inh | LEDGF integ inh | SIAE inh | TDP2 absorb
CCc1ccc(NC(=O)NCc2cccnc2)cc1 | -2 | -0.4 | 1 | 1 | 1 | 5 | 2 | -2 | 1 | -11
Cc1noc2c1C(c1ccc(N(C)C)cc1)C1=C(CC(C)(C)CC1=O)N2 (centres undefined) | 5 | 0.8 | 3 | -3 | -3 | 8 | 2 | 0 | 2 | -3
O=C(Cc1c2ccccc2nc2ccccc12)c1ccccc1 | 2 | -4.2 | 1 | -3 | -2 | 9 | -4 | 6 | 0 | -8
COc1ccc(C(=O)NC(C(=O)N2CCN(C/C=C/c3ccccc3)CC2)C(C)C)cc1 (centres undefined) | 2 | 0.1 | -1 | 0 | 3 | 4 | -6 | -1 | -2 | -3
CCOc1ccc2nc(SCC(=O)NC(=O)C(C)C)sc2c1 | -1 | -3.7 | 1 | -1 | -7 | -5 | 0 | 0 | -2 | 3
C[C@]12CCC3C(CC=C4C[C@@H](O)CC[C@@]43C)C1CCC2[C@]1(C)CCC(=O)O1 (some centres undefined) | -3 | -2.0 | -1 | 2 | -2 | -3 | -4 | -1 | 6 | 0
CN(C(=O)COC(=O)c1ccc(Cl)nc1)C1CCS(=O)(=O)C1 (centres undefined) | -1 | 0.9 | 1 | 0 | -2 | 0 | 0 | -3 | 6 | -8
COc1ccccc1C(=O)Nc1nnc(S(=O)(=O)N2CCC(C)CC2)s1 | 8 | 6.2 | -3 | -3 | -3 | -1 | -2 | 0 | -2 | -8
CC(=O)c1sc2c(c1OC(=O)c1ccc(Cl)cc1Cl)c(=O)n(-c1ccccc1)c(=S)n2-c1ccccc1 | -8 | 7.5 | -6 | -1 | -19 | -33 | -3 | 1 | -9 | 14
O=C(COc1ccc2ccc(=O)oc2c1)Nc1ccc(N2CCOCC2)cc1 | 2 | -1.2 | 0 | 0 | 0 | 11 | 4 | 0 | -2 | -4
COc1ccc(C=C(C(C)=O)C(C)=O)cc1OC | 11 | -1.1 | 1 | 2 | 6 | -3 | -2 | -1 | -5 | -14
Cc1cc2nc(NCCCO)n(CC(=O)c3cc(C(C)(C)C)c(O)c(C(C)(C)C)c3)c2cc1C | -1 | 0.1 | 3 | -2 | -26 | 13 | 3 | -2 | 9 | -1
CNC(=O)CN(c1cc(OCCOC)c(Cl)cc1Cl)S(=O)(=O)c1ccc(OC)cc1 | -7 | -0.3 | 2 | 4 | -2 | -6 | 4 | 1 | 0 | 5
Cc1ccc(CNc2c(C=O)c(=O)[nH]c3ccccc23)cc1 | 3 | -1.3 | 0 | 0 | -5 | 0 | 2 | 5 | 8 | -2
C=CCn1c(SC(C)C(=O)NCc2ccc3c(c2)OCO3)nnc1C1CCCCC1 (centres undefined) | -1 | 1.7 | -5 | 2 | 3 | 4 | -7 | 3 | -1 | 5
COc1cccc(C(=O)NCc2n[nH]c(=S)n2-c2cccc(C)c2)c1 | 5 | -0.7 | 5 | 2 | 1 | -4 | 2 | 0 | 6 | -20
CCc1nnc(NC(=O)CSc2nnc(-c3cc4ccccc4cc3O)n2CCOC)s1 | -10 | 2.1 | 0 | -1 | -1 | 0 | -4 | 2 | 5 | 2
O=C(N1CCOCC1)N1CCc2ccccc21 | 12 | 1.5 | 4 | 1 | 8 | 4 | -5 | 5 | -6 | 11
COc1ccc(C2C(C#N)=C(N)Oc3c2ccc2cccnc32)cc1OC (centres undefined) | -2 | 0.3 | -3 | -10 | 6 | 6 | 5 | 0 | 8 | 2
O=C(Cc1ccccc1F)OCC(=O)N1CCN(C(=O)c2ccco2)CC1 | -3 | -3.7 | 0 | 0 | -3 | 0 | -1 | 2 | 2 | 4
C=CCN1C(=O)[C@H](CC(=O)N2CCSCC2)[C@@]2(C(=O)OCC)CCCC=C12 | / | / | -3 | -5 | / | -1 | -8 | 8 | -1 | 0
COC(=O)c1cccc(NS(=O)(=O)c2ccc(NC(C)=O)cc2)c1C | 3 | 0.2 | -1 | 1 | 7 | 0 | 5 | -4 | -6 | -3
Cc1oc(-c2ccccc2Cl)nc1CS(=O)CC(=O)NCc1cccs1 (centres undefined) | 2 | -1.0 | -2 | -1 | 1 | -1 | -4 | 5 | -2 | 6
COc1ccc(CCN2C(=O)COc3ccccc3C2C(=O)Nc2ccc3c(c2)OCCO3)cc1OC (centres undefined) | 2 | 0.0 | -5 | 12 | / | 2 | -1 | -3 | 4 | -1
C=CCOC(=O)C(C#N)c1nc2ccccc2nc1N1CCN(c2ccccc2OC)CC1 (centres undefined) | -2 | -2.1 | 1 | 4 | -12 | -14 | -4 | 0 | 0 | 3
C=CCn1c(SCCN2CCCC2)nc2c([nH]c3ccccc32)c1=O | 9 | 0.2 | -1 | 10 | -1 | 6 | -8 | -2 | -2 | -4
O=C(NCCN1CCN(c2cccc(Cl)c2)CC1)c1cccn2c(=O)c3ccccc3nc12 | -5 | -0.7 | -8 | -6 | -5 | -5 | 0 | 3 | 0 | 3
CCN(CC)S(=O)(=O)c1ccc(N2CCOCC2)c(NC(=O)C2COc3ccccc3O2)c1 (centres undefined) | -12 | -1.3 | 9 | 1 | -10 | 10 | -2 | 0 | 2 | -8
Cc1cccc(COC(=O)C(Cc2ccccc2)NC(N)=O)c1 (centres undefined) | 9 | 0.6 | 0 | 0 | 2 | 6 | -5 | 4 | 6 | 6
COc1ccc(NS(=O)(=O)c2c(C)[nH]c(C)c2C(=O)N2CCCCC2)cc1Cl | 1 | -0.1 | -3 | 2 | -5 | 7 | -3 | -2 | 0 | 11
COc1ccc(-c2cc(-c3ccco3)[nH]c(=O)c2C#N)cc1OC | 5 | 0.0 | 27* | 1 | 9 | 24 | 5 | 4 | 0 | 6
O=C(O)c1ccccc1C(=O)NCC(O)c1ccccc1 (centres undefined) | -4 | -1.6 | -3 | -3 | -2 | 5 | -5 | 0 | -5 | 6
CC1=C(C(=O)Nc2ccc(Br)cc2)C(c2ccco2)NC(=O)N1 (centres undefined) | -11 | 1.5 | -1 | 3 | -2 | -2 | 10 | 2 | 1 | 3
COc1ccc(C(=O)NCC(C)CN(C)C)cc1 (centres undefined) | 5 | -1.5 | -2 | -2 | -1 | 4 | 3 | -2 | -6 | 5
O=C(Nc1cccnc1)c1ccc2snnc2c1 | 3 | -0.2 | 0 | -4 | 0 | 4 | -2 | 5 | -4 | 0
O=C1C=C(c2cccc(CO)c2)C[C@@H](c2ccc(F)cc2)C1 | 3 | -0.3 | -3 | -1 | -8 | 0 | -2 | 0 | 1 | 0
CCN(CC)CCOC(=O)c1ccc(NC(=O)CSc2nnc(-c3cccs3)n2CC)cc1 | -2 | 0.3 | -2 | -1 | 7 | 1 | 4 | -4 | 4 | 4
COC(=O)[C@H](Cc1ccc(O)cc1)NC(=O)Cn1ccc(NC(=O)OCc2ccccc2)nc1=O | -1 | -0.8 | -4 | 5 | -7 | 3 | -4 | -1 | 2 | -4
CN(C(=O)CSc1nc(C2CC2)n(-c2ccccc2)n1)C1CCS(=O)(=O)C1 (centres undefined) | -2 | -0.1 | 0 | 0 | 3 | 3 | -5 | 1 | 14 | 15
CC(C)=NOc1nc(NC(=O)NS(=O)(=O)c2ccccc2Cl)nc(N(C)C)n1 | 0 | -0.3 | -3 | -4 | 6 | -3 | 3 | 1 | 13 | 7
O=S(=O)(Cc1ccccc1)Nc1ccccc1Br | 1 | -2.2 | -4 | 0 | 0 | 0 | -6 | 0 | -1 | -12
CC(C)(C)C(=O)N1NC(=Nc2ccccc2)SC1(C)C | -1 | -1.0 | -1 | -3 | -2 | 0 | 3 | 3 | 8 | -6
COc1ccc(NC(=O)CSc2nnc(-c3ccccn3)n2N)cc1 | -1 | 0.8 | 7 | -2 | 0 | 0 | -2 | 2 | -4 | 5
Cc1ccc(C)c2[nH]c(=O)c(CN(Cc3cccs3)C(=S)NCc3ccco3)cc12 | 13 | 1.1 | -3 | -3 | -15 | 0 | -1 | 0 | -3 | 3
O=C(CN1C(=O)c2ccccc2S1(=O)=O)NCCSC1CCCCC1 | -3 | -0.4 | 0 | -1 | -4 | 8 | 1 | 0 | -3 | -3
O=C1C(Cl)=C(NCCc2ccccc2)C(=O)N1CCc1ccccc1 | 6 | -0.5 | -3 | -1 | -12 | 1 | 6 | -2 | 1 | -7
CN(C)S(=O)(=O)c1ccc(/C(O)=C2/C(=O)C(=O)N(Cc3cccnc3)C2c2ccncc2)cc1 (centres undefined) | 8 | -1.7 | 1 | 0 | 7 | 0 | 4 | -2 | -3 | 11
Cc1ccc(OCC(=O)N2CCCCCC2)c(C)c1 | 3 | -0.5 | -3 | -3 | -1 | 4 | 4 | -2 | -1 | -9
COc1ccc(NC(=O)CSc2nc3ccccc3nc2N2CCCC2)cc1Cl | -1 | -0.6 | 0 | -2 | 1 | 1 | -2 | -2 | -17 | 5

Single records, from the list above. Order of values: TCR CD3 inh, PG9 binder, PRMT1 FP inh, UHRF1 binding, HTRA1 inh, ABHD4 inh, DDE Tn7 FP inh, LEDGF integ inh, SIAE inh, TDP2 absorb
COc1ccc(NC(=O)CSc2nnc(-c3ccccn3)n2N)cc1 is listed with -1, 0.8, 7, -2, 0, 0, -2, 2, -4, 5
Cc1ccc(C)c2[nH]c(=O)c(CN(Cc3cccs3)C(=S)NCc3ccco3)cc12 is listed with 13, 1.1, -3, -3, -15, 0, -1, 0, -3, 3
CC(C)(C)C(=O)N1NC(=Nc2ccccc2)SC1(C)C is listed with -1, -1.0, -1, -3, -2, 0, 3, 3, 8, -6
